Screening results from PubChem.
a7 integrin act – qHTS for Activators of Integrin-Mediated Alleviation for Muscular Dystrophy. Potency, µM (titrated, usually from 38.3 µM), inactives show at the highest dose activation, hits mostly activators. hit rate 0.064% among 350,000. alpha7betagal myoblasts, beta-gal FDG fluorescence, 48 h. AID 624291, 2012;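 note: potency is the fitted concentration of half-maximal effect; 100% = response of the positive control SU9516; nearly all actives have a fitted effect of over 60% in size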
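alpha7betagal+/- myoblasts (passage 13, 250/well) treated 48 h at 37C with compounds at 1:260 dilution of DMSO stock. Lysed, then beta-galactosidase activity read as FDG fluorescence (ex 480/em 540) after 30 min, with pre-read for autofluorescence.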
ELG1 genotoxic – qHTS screen for small molecules that induce genotoxicity in human embryonic kidney (HEK293T) cells expressing luciferase-tagged ELG1 | hit rate 1.3% among 330,000 | HEK293T ELG1-luciferase reporter, luminescence, 16 h | Potency, µM (titrated, usually from 46 µM), inactives show at the top dose activity change, positive = activation, hits mostly activators; note: potency is the fitted concentration of half-maximal effect; % of control where 0% means no effect; nearly all actives have a fitted effect of over 60% in size
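Genotoxic stress is detected as increased luminescence from luciferase-tagged ELG1 in HEK293T cells, measured with ONE-Glo after a 16 hr treatment at 37 °C.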
p53 reactivator – qHTS assay for re-activators of p53 using a Luc reporter. H1299 p53-A138V BP100-luciferase reporter, luminescence, 24 h. Potency, µM (series often up to 92.2 µM), for the others: at the top dose activity change, positive = activation, usual class: activators. hit rate 0.063% among 320,000. AID 504706, 2011; note: potency is the fitted concentration of half-maximal effect; % of control where 0% means no effect; nearly all actives have a fitted effect of over 45% in size
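H1299 (p53-null), stable ts p53-A138V + BP100-Luc; 1000 cells/well, Opti-MEM/10% FBS; cpd 4 pt, 1:5; 24 h, 37 deg C, 5% CO2; detection reagent 10 min RT; luminescence.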
TSG101-PTAP inh – qHTS Assay for Iinhibitors of HIV-1 Budding by Blocking the Interaction of PTAP/TSG101 | Fluorescence polarization, FITC-PTAP peptide / Tsg101 binding | Potency, µM (highest dose often 115 µM), for the others: at the highest dose activity change, negative = inhibition, hits mostly inhibitors | 340,000 tested, under 10 active; active = well fitted inhibition curve with a large enough effect in the main read-out, with a control signal flat, not every such curve was filed as active; inconclusive = small, poorly fitted or top-dose-only effect, or effect the other way, or a change in a side signal; inactive = no such curve, though single readings can be large or run the other way; note: potency is the fitted concentration of half-maximal effect; % of control where 0% means no effect
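Tsg101 binding domain (10 uM final) was mixed with compound and a FITC-labeled PTAP peptide (50 nM final) in HEPES pH 7.5 buffer with NaCl, Tween 20, EDTA and TCEP; fluorescence polarization was read after 20 min at r.t.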
USP2a block – qHTS Assay for Inhibitors of Ubiquitin-specific Protease USP2a Using CHOP2 as the Reporter; hit rate 0.01% among 330,000; Potency, µM (series often up to 38.3 µM), for the others: at the top dose activity change, negative = inhibition, usual class: inhibitors; USP2 core, Ub-CHOP2 coupled fluorogenic reporter, 485/531; Ubiquitin carboxyl-terminal hydrolase 2 (Homo sapiens), O75604;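 note: potency is the fitted concentration of half-maximal effect; plate controls were DMSO wells for no effect and full inhibition by NEM control for full effect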
Target sequence (O75604 whole entry, looked up): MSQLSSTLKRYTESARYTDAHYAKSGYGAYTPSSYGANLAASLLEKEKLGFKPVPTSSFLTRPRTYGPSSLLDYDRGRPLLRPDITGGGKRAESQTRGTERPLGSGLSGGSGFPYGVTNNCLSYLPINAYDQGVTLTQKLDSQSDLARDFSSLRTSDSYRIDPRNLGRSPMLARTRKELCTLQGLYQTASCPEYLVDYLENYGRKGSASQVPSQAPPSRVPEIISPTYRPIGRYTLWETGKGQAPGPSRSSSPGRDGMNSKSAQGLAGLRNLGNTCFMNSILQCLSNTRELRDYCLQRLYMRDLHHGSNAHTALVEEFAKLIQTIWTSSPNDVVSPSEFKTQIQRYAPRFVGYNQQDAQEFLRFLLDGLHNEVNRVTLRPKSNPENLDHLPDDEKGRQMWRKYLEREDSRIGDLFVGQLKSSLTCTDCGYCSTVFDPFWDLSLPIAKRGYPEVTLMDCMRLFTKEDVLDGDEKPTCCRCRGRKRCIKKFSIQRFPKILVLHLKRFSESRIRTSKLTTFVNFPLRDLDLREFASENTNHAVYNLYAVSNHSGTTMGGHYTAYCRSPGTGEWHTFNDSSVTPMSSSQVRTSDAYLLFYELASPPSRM
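USP2 core (10nM final) preincubated 30min RT with compound in 20mM Tris-HCl pH 8.0, 2mM CaCl2, 2mM beta-mercaptoethanol, 0.05% CHAPS; 25nM Ub-CHOP2 plus 25nM reporter substrate added, fluorescence (Ex485/Em531) read after 60min.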
B2AR arrestin – qHTS assay of beta-arrestin-biased ligands of beta2-adrenergic receptor | beta-arrestin recruitment to beta2AR, cell-based reporter | Potency, µM (highest dose often 46.1 µM), for inactives: at the top dose activation, most hits filed as activators | hit rate 0.02% among 330,000 | Beta-2 adrenergic receptor (Homo sapiens), P07550;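 note: potency is the fitted concentration of half-maximal effect; 0% = DMSO controls and full agonism = EC100 isoproterenol or metaproterenol; nearly all actives have a fitted effect of over 65% in size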
Target sequence (P07550 whole entry, looked up): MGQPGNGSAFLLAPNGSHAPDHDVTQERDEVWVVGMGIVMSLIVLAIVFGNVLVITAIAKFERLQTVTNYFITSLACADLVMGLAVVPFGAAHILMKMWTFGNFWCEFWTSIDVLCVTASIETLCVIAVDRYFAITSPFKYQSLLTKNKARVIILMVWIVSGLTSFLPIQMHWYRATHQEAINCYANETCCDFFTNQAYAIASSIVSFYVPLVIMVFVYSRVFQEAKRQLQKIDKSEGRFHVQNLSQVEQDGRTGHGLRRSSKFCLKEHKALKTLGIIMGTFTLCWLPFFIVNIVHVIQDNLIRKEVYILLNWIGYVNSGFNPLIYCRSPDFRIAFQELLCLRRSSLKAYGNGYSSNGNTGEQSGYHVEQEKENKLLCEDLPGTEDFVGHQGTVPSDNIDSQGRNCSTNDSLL
BRCA1 expr act – qHTS Assay to Identify Small Molecule Activators of BRCA1 Expression. MCF7-BRCA1-FFLuc reporter, luminescence, 48 h; response scale: scaled: vehicle 0%, 10 µM genistein 100%. Potency, µM (top dose mostly 46.1 µM), without a hit: at the top dose activation, usual class: activators. hit rate 1.1% among 380,000. AID 624202, 2012; note: potency is the fitted concentration of half-maximal effect; nearly all actives have a fitted effect of over 80% in size; some results filed as inactive show a strong effect at the top dose
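48 h compound treatment of MCF7-BRCA1-FFLuc cells (phenol-red free MEM, 37 °C), then 15 min with luciferase substrate and luminescence imaging.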
Eya2 inh – qHTS Assay for Inhibitors of the Phosphatase Activity of Eya2. hit rate 0.006% among 330,000. AID 488837, 2010. Potency, µM (top dose mostly 76.9 µM), for inactives: top-dose activity, negative = inhibition, usual class: inhibitors. recombinant Eya2, OMFP fluorescence dephosphorylation (OMFP is methylfluorescein phosphate); note: potency is the fitted concentration of half-maximal effect; % is set by controls: 0 for no effect and ±100 for the full control effect
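Eya2 protein (added as 0.2 uM solution) was preincubated with compound for 10 min at ambient temperature in 50 mM HEPES pH 7.5, 50 mM NaCl, 5 uM MgCl2, 0.05% BSA, 1 mM DTT. OMFP (added at 50 uM) then reacted 10 min; fluorescence read at 485/525 nm.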
S-ASM inh – Inhibitors of Secretory Acid Sphingomyelinase (S-ASM): qHTS | hit rate 0.006% among 340,000 | Sphingomyelin phosphodiesterase (Homo sapiens), P17405 | placental ASM, HMU-PC fluorogenic substrate, 60 min | Potency, µM (highest dose often 57.5 µM), inactives show at the highest dose activity change, negative = inhibition, hits mostly inhibitors; note: potency is the fitted concentration of half-maximal effect
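Fluorogenic HMU-PC substrate (9 uM final) is turned over by placental ASM in 60 min at 37 C after a 10 min compound preincubation. Reaction ended by alkaline stop (pH 10), with fluorescence read at 386/447 nm.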
TRPV1 agonist – HTS Assay for Compounds that Act as Agonists of the Vanilloid Receptor 1; Transient receptor potential cation channel subfamily V member 1 (Homo sapiens), Q8NER1; hit rate 0.19% among 320,000; activation, % at 8.33 µM; TRPV1-expressing cells, Fluo-8 calcium influx, agonist mode; in the data active = activation above about 80%; inconclusive = between about 30% and that limit; note: 0% is about no effect
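TRPV1-expressing cells were cultured overnight at 35.5C and loaded with Fluo-8 calcium dye for 40 to 90 min at room temperature. After a 10 s baseline, compound was added and calcium influx was read kinetically for 3 min (ex 480/em 520 nm).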
uPA surface inh – qHTS for Inhibitors of Cell Surface uPA Generation | cell surface uPA generation assay, qHTS | Potency, µM (highest dose often 38.3 µM), for the others: at the top dose activity change, negative = inhibition, usual class: inhibitors | hit rate 0.31% among 330,000; active = well fitted inhibition curve with a large enough effect; inconclusive = small, poorly fitted or top-dose-only effect; inactive = no such curve, though single readings can be large or run the other way; tested in mouse RAW 264.7 cells; note: potency is the fitted concentration of half-maximal effect; % is set by controls: 0 for no effect and ±100 for the full control effect; nearly all actives have a fitted effect of over 55% in size
Numbers without * were called inactive; u = inconclusive; x = no result given; [ ] = remark or other dose. Unless noted, calls come from the whole dose curve; as a rule, active = well fitted curve in the direction sought with a large enough effect; inconclusive = small, poorly fitted or top-dose-only effect, or another doubt; inactive = no such curve, though single readings can be large; an effect the other way counts as inactive or inconclusive.

SMILES	a7 integrin act	ELG1 genotoxic	p53 reactivator	TSG101-PTAP inh	USP2a block	B2AR arrestin	BRCA1 expr act	Eya2 inh	S-ASM inh	TRPV1 agonist	uPA surface inh
O=C(NC(=S)N1CCN(C/C=C/c2ccccc2)CC1)c1ccco1	-40%[inhibitor]	-6%	-1%	-2%	1%	-0.1%	-7%	2%	2%	1	3%
Nc1cc[n+](CC(=O)Nc2ccccc2)cc1	6%	-2%	-1%	-2%	2%	-0.1%	-16%	14%	-2%	-3	-1%
COc1ccc2[nH]c(=O)c(CN(C)C(=O)COc3ccccc3)cc2c1	-2%	-4%	-2%	0%	-2%	0.2%	-6%	10%	34%[activator]	-3	1%
CC1(C)Cc2nc3sc4c(OCc5ccccc5)ncnc4c3cc2CO1	-20%	-1%	2%	-7%	0%	-0.4%	29%	3%	3%	4	-7%
Cc1cccc(C(=O)Nc2ccc(NC(=O)Cc3ccc(Cl)cc3)cc2)c1	-11%	1%	-11%	-3%	-1%	-0.1%	0%	-4%	-4%	2	8%
Clc1ccc(CN2CCN(/N=C/c3cccnc3)CC2)cc1	-2%	-7%	-2%	-1%	0%	0.1%	-4%	6%	-2%	4	-7%
CCOc1ccccc1NC(=O)COC(=O)c1nc2nccc(C)n2n1	-7%	2%	3%	-7%	2%	-1.4%	-3%	-18%	-2%	x	-3%
COc1cccc(NC(=O)Nc2nnc(CC(=O)Nc3ccccc3)s2)c1	33%	-10%	0%	0%	-2%	0.0%	0%	-28%	0%	-1	12%
CCCc1[nH]nc2c1C(c1ccc(OCCN3CCOCC3)c(OC)c1)C(C#N)=C(N)O2 (centres undefined)	-19%	u	u	-4%	1%	0.1%	44%	-4%	4%	0	2%
CC(C)(C)NC(=O)c1ccncc1	-5%	-9%	0%	0%	1%	-0.2%	6%	2%	-6%	-1	4%
O=C(Nc1ccc(F)cc1)C(Sc1nnc2ccccn12)c1ccccc1 (centres undefined)	29%	0%	-2%	2%	2%	-0.2%	2%	-4%	-9%	-3	-4%
COc1ccc(O)c(CNn2c(-c3ccc(Br)cc3)nc3ccccc3c2=O)c1	13%	-3%	-6%	-6%	-12%	-0.1%	-47%	6%	-17%	6	5%
Fc1ccccc1Cn1nnc2c(NCc3ccccn3)ncnc21	6%	0%	-2%	-6%	1%	-0.7%	-12%	-23%	3%	10	-1%
C=Cc1cccc(NC(=O)COc2ccccc2)c1	-16%	u	9%	-7%	0%	-0.5%	1%	-10%	0%	u	5%
Cc1ccc(S(=O)(=O)Cn2nnnc2C(C)N2CCN(C(=O)c3ccco3)CC2)cc1 (centres undefined)	-31%[inhibitor]	-1%	-3%	-9%	2%	0.1%	-3%	23%	1%	-4	-5%
CC(C)CCNC(=O)c1ccc2c(c1)N(C)C(=O)c1ccccc1S2	0%	0%	-6%	-11%	3%	0.0%	-31%	13%	5%	u	6%
NS(=O)(=O)c1ccc(CNC(=S)NC2CCCC2)cc1	-668%[inhibitor]	1%	-3%	-2%	-2%	-0.4%	2%	-2%	4%	2	x
CC(C)C[C@H](NC(=O)Nc1cccc(Br)c1)C(=O)O	20%	-1%	8%	-1%	1%	0.0%	17%	2%	4%	0	7%
COc1ccc(/C=N/NC(=S)Nc2ccccc2)cc1	-39%	u	10%	-10%	-7%	u	2%	-7%	0%	5	x
Cn1cccc1C(=O)Nc1nccs1	1%	3%	u	-1%	-1%	-1.1%	55%	-16%	5%	-2	-7%

Some values from above:
Cc1cccc(C(=O)Nc2ccc(NC(=O)Cc3ccc(Cl)cc3)cc2)c1 – p53 reactivator = -11%
CCCc1[nH]nc2c1C(c1ccc(OCCN3CCOCC3)c(OC)c1)C(C#N)=C(N)O2 (centres undefined) – S-ASM inh = 4%

The listing continues:
SMILES	a7 integrin act	ELG1 genotoxic	p53 reactivator	TSG101-PTAP inh	USP2a block	B2AR arrestin	BRCA1 expr act	Eya2 inh	S-ASM inh	TRPV1 agonist	uPA surface inh
COc1ccc(CCNC(=O)c2cc(-c3ccco3)on2)cc1OC	-21%	21%	1%	-2%	3%	0.1%	-13%	0%	-4%	2	-6%
CCOCCCNC(=O)Cn1ncc2c(=O)oc3ccccc3c21	-8%	2%	-5%	-2%	3%	0.0%	-9%	-2%	4%	0	11%
CC(=O)Nc1cccc(C(=O)OCC(=O)NC(=O)c2ccccc2)c1	13%	2%	7%	-4%	2%	-0.2%	9%	23%	-3%	-3	3%
Cc1ccc(C)c(NC(=O)CN(C)C(=O)c2ccncc2)c1	20%	-1%	3%	-8%	1%	0.4%	-3%	9%	1%	1	4%
CC(C)[C@@H]1NC(=O)c2cc([N+](=O)[O-])cc(I)c2NCCCC[C@@H](C(=O)NC(CC(=O)O)C(N)=O)NC(=O)[C@H](CO)NC1=O (some centres undefined)	x	2%	-1%	x	3%	0.1%	x	10%	x	-3	x
O=C(O)CCC(=O)NNC(=O)CCC(=O)NCc1ccccc1	21%	2%	3%	-3%	-2%	-0.1%	-3%	-15%	0%	5	3%
COC(=O)c1c(-c2cccc(C)c2)csc1NC(=O)C1CCCO1 (centres undefined)	15%	2%	27%	-1%	-1%	0.4%	17%	-14%	-3%	29	7%
O=C(O)c1ccc(C2CCCCC2)cn1	-8%	-2%	-18%	-1%	1%	0.1%	-31%	-21%	-1%	0	-1%
COc1cc(NC(=O)CSc2nnc(-c3cc(C)on3)o2)cc(OC)c1	u	-5%	3%	-3%	0%	8.6%	-10%	-9%	-2%	4	-13%
O=c1cc(-c2ccccc2)nc2nc(COc3ccccc3)[nH]n12	15%	-2%	24%	-14%	2%	0.2%	8%	-4%	0%	-3	3%
CCOc1ccc(NC(=O)c2nnn(CC(=O)Nc3ccccc3OC)c2N)cc1	0%	6%	1%	-7%	1%	-0.3%	54%	15%	-1%	x	-1%
Cc1nn(-c2ccccc2C(=O)O)c(=O)c2ccccc12	0%[7.66 µM]	-7%	4%	-8%	2%	-0.1%	3%	-3%	3%	-4	x
O=C(Nc1ccc2oc(=O)ccc2c1)c1ccco1	1%	u	8%	-5%	2%	0.5%	37%	11%	8%	6	-8%
Cc1ccccc1CCNC(=O)Cn1ccc2cc(S(=O)(=O)N3CCCC3)ccc21	1%	-3%	-2%	-5%	-2%	0.1%	-19%	u	-2%	-6	4%
O=S(=O)(c1ccccc1)N1CCN(c2ccnc3cc(Cl)ccc23)CC1	-48%[inhibitor]	-14%	-6%	2%	-6%	-0.4%	-28%	-8%	-4%	7	-2%
CC(=O)c1ccc(NC(=S)N2CCC(O)CC2)cc1	16%	10%	-4%	-2%	3%	0.0%	0%	-4%	4%	-6	5%
CCOC(=O)c1cn2nc(N3CCCCC3)ccc2n1	7%	0.58µM*	-6%	-2%	4%	-0.7%	-62%[inhibitor]	-12%	12%	7	-6%
O=C1/C(=C\c2ccccc2)SC(=S)N1CCC(=O)N1CCCCC1CCO (centres undefined)	-14%	-5%	u	-7%	1%	-0.2%	-30%	-3%	16%	-1	3%
COC(=O)CSc1nc(-c2ccccc2)cc(-c2ccco2)c1C#N	8%	-5%	23%	-3%	-10%	-0.9%	-41%	-9%	24%	-6	-4%
Cc1cc(C(=O)OCC(=O)c2ccc(Br)s2)no1	-14%	0%	0%	-6%	1%	0.4%	0%	-13%	0%	4	5%
O=C(O)CNC(=O)c1ccc(Oc2c(F)c(F)c(Oc3ccc(C(=O)NCC(=O)O)cc3)c(F)c2F)cc1	1%	3%	4%	-7%	-1%	-0.2%	0%	3%	21%	-6	-6%
Cc1ccc(NC(=O)CN2CCC3(O)CCCCC3C2c2ccc3c(c2)OCO3)c(C)c1 (centres undefined)	11%[7.66 µM]	-8%	-5%	-3%	2%	0.1%	-20%	-5%	-1%	8	x
N#CC(Cc1cc2ccccc2n1S(=O)(=O)c1ccccc1)OCc1ccccc1 (centres undefined)	-22%	-2%	2%	0%	0%	-0.2%	-13%	6%	1%	x	10%
CCCc1cc(=O)[nH]c(N/N=C/C=C\c2ccccc2)n1	0%	-5%	-3%	-1%	-1%	0.1%	-7%	1%	4%	1	-5%

This is a random part of the collection (roughly 2.6% active in at least one column).
